High-throughput results as filed in PubChem.
SR-BI DiI inh: mouse SR-BI HDL lipid transfer inhibition; Q61009; ldlA[mSR-BI] CHO cells, DiI-HDL uptake fluorescence, 3 h; inhibition, % at 12.5 µM; 320,000 tested, 0.96% active;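 active = mean replicate inhibition of at least 70% and a set share of replicates each scoring 70 or more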;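 note: 0% = median of neutral control wells and 100% = median of positive control wells; values of inactives mirror those of a sister screen read the other way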
PKA-R2B activ: activators of human PKA-R2B complex; PKA-R2B holoenzyme dissociation, Cy5-IP20 fluorescence polarization; R2B truncated from residue 108, S112A mutant; 0% DMSO only, 100% 113 µM cGMP; activation, % at 11.4 µM; 340,000 tested, 0.079% active; AID 504700;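 active = activation above a cutoff set at the mean over all compounds plus 3 SD, cut at about 18% in these data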;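 note: higher means more holoenzyme dissociation and a rise in polarization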
Target sequence (P31323 whole entry, looked up, other chains not shown, the tested form may be a part): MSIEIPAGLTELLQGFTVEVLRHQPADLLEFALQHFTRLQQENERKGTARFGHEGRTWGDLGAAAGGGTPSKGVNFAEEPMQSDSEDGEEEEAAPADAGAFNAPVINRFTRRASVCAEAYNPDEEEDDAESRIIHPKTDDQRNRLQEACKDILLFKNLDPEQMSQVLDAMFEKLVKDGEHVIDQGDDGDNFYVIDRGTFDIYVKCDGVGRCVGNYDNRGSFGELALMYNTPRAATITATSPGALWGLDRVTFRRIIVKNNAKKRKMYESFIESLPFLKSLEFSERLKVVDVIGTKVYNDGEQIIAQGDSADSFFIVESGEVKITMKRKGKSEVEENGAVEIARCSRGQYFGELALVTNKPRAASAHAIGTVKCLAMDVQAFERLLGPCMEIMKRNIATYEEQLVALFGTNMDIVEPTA
SUMO Mot1 rescue: inhibitors of SUMOylation pathway: yeast Mot1-301 growth rescue; S. cerevisiae Mot1-301 growth rescue, ATP luminescence, 38.5C; percent above DMSO median, 100 means doubled; growth rescue, % at 18.8 µM; 320,000 tested, 1% active; AID 2716;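 active = every valid replicate shows activation above 250% relative to neutral control wells; inactive = the rest, any valid replicate at or below 250%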;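 note: OY570 slx delta 5 strain wells were the positive control but not used for scaling; some compounds called inactive have numbers as strong as hits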
SR-BI uptake up: activators of SR-BI mediated HDL lipid uptake. CHO ldlA[mSR-BI] cells, DiI-HDL uptake fluorescence, 3 h; 100 = double the neutral-control signal. activation, % at 12.5 µM. 320,000 tested, 0.096% active. AID 504775;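 active = mean replicate activation of at least 60% and every replicate at or above 60%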;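 note: 0% = median plate neutral-control signal and 100% = twice that signal; values of inactives mirror those of a sister screen read the other way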
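Test system: SR-BI-overexpressing, LDLR-lacking CHO cells; Medium: Ham's F12 with 0.5% BSA, HEPES 25 mM, pH 7.4; Schedule: 3 h, 37 °C; Technique: bottom-read fluorescence, 550/595 nm.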
dFosB act: mouse delta FosB homodimer activation; activation, % at 25 µM; purified delta FosB, TAMRA-CDK5 oligo fluorescence polarization; percent of positive-control signal above neutral wells; P13346; 340,000 tested, 0.99% active;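 active = mean activation above about 17%, with every replicate also reaching it, limit read from the data, passing the limit was not always enough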;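 note: fluorescence polarization rise as delta FosB binds a TAMRA Cdk5 AP-1 oligo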
PKA-R1A act: PKA-R1A complex activation; PKA-R1A dissociation, Cy5-IP20 fluorescence polarization; scaled: DMSO 0%, 113 µM cGMP 100%; activation, % at 11.4 µM; 340,000 tested, 0.083% active; AID 504707;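 active = percent activation above the mean of all tested compounds plus 3 SD, cut at about 19% in these data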;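 note: higher means more PKAc released from R1A so a rise in polarization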
CDK5 p35 inh: CDK5/p35 (human) kinase inhibition; Q00535+Q15078; Recombinant CDK5/p35, ADP-Glo luminescence, 60 min; AID 488839; 330,000 tested, 0.01% active; inhibition, % at 10 µM;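 active = highest replicate inhibition of at least 50% and at least 75% of replicates reaching 50%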;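 note: plate controls were DMSO neutral control for no effect and GW8510 at 10 µM for full effect; many of its hits are not listed in these tables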
Target sequence (Q00535 whole entry, looked up): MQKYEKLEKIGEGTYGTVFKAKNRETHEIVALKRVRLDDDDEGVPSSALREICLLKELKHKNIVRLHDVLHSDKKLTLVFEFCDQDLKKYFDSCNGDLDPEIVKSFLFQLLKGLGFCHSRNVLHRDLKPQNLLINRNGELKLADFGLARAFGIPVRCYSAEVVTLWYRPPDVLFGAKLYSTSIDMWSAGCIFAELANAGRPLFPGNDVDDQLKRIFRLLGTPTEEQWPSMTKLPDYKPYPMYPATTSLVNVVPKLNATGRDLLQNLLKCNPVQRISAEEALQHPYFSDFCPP
Target sequence (Q15078 whole entry, looked up): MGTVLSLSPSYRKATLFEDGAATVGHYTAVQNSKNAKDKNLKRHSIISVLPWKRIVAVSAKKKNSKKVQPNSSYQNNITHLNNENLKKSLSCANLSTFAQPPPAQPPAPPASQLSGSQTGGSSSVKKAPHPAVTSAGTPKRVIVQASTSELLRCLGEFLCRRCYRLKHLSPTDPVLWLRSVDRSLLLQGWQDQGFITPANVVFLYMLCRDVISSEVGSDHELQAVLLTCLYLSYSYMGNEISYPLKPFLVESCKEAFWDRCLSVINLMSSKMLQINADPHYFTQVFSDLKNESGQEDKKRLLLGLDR
NSD2 inh: NSD2 (human) methyltransferase inhibition | O96028 | NSD2 peptide methylation, AlphaScreen, 120 min | inhibition, % at 12.5 µM | 310,000 tested, 0.54% active | AID 743445; in the data active = inhibition above about 50%
Arrestin-AP2 inh: human beta-arrestin and AP2 interaction inhibition; inhibition, % at 10 µM; FITC-arrestin peptide / GST-AP2 beads, flow cytometry; AP2 beta2 appendage carries R879A mutation; 340,000 tested, 0.31% active;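 active = inhibition above a set limit, near 3 SD of compounds lacking own fluorescence, cut at about 54% in these data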;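 note: plate controls were DMSO wells for no effect and 5 µM unlabelled arrestin peptide for full effect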
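Material – GST-tagged AP2 beta2-adaptin appendage (R879A) on 4 µm glutathione beads · Probe or stimulus – fluorescein-tagged arrestin peptide at 50 nM final · Timing – 12 min plus 1 h, RT · Detection – bead flow cytometry, FITC channel · Read-out basis – inhibition as reduced fluorescein signal on beads, percent · Medium – PBS plus Tween 20 (0.05%) and BSA (0.1%)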
DSG3 Ab inh: inhibitors of pemphigus antibody binding to human desmoglein-3; P32926; binding (percent of control), % at 10 µM; AID 588358; DSG3-coupled beads, scFv-anti-DSG3-GFP binding, flow cytometry; hits give low values; 310,000 tested, 0.48% active;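 active = binding more than 3 SD below its plate's average and above zero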;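 note: hits lower antibody fragment binding to DSG3; some compounds called inactive have numbers as strong as hits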
MITF act: MITF TRPM1 promoter activation in melanoma cells. SK-MEL-5 TRPM1-promoter luciferase, 24 h; % of positive control, neutral wells = 0. activation, % at 12.5 µM. 300,000 tested, 0.75% active. AID 588334;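 active = mean activation of at least 80% with every replicate also reaching 80%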;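 note: 0% = neutral control wells and 100% = parthenolide positive control wells; values of inactives mirror those of a sister screen read the other way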
* = called active by the depositor; i = inactive; / = not tested or not shown.

SMILES	SR-BI DiI inh	PKA-R2B activ	SUMO Mot1 rescue	SR-BI uptake up	dFosB act	PKA-R1A act	CDK5 p35 inh	NSD2 inh	Arrestin-AP2 inh	DSG3 Ab inh	MITF act
C/C(=N\NC(=O)c1cccnc1)c1ccc(-n2ccnc2)cc1	0	8	-5	0	-5	-10	-0.8	-4	15	98	-11
COc1ccc(N=C2S/C(=C\c3ccco3)C(=O)N2CC(C)C)cc1	/	-5	-6	/	-2	1	-0.7	-2	-2	109	5
CCOC(=O)c1oc2cc(O)c(CC)cc2c(=O)c1-c1ccc2c(c1)OCCO2	-18	2	8	18	3	-1	0.7	/	5	96	6
CCOc1ccc(C(=O)Nc2cccc(C(=O)O)c2)cc1Cl	-6	-9	-1	6	-3	12	-6.3	-2	-7	114	-46
O=C1[C@@H]2[C@H]3CC[C@H](C3)[C@@H]2C(=O)N1O	-1	10	-2	1	-6	1	-0.1	-3	17	107	7
CCOC(=O)c1sc(NC(=O)c2ccco2)nc1-c1ccccc1	/	-11	5	/	0	-10	-0.9	/	13	80	5
CSCCC(NC(=O)COc1ccccc1)C(=O)OCc1ccc(Cl)cc1 (configuration not stated)	-23	-11	/	23	2	-7	-11	-1	6	104	-1
COc1cccc(CNC(=O)C2CCCN(S(=O)(=O)c3cnc[nH]3)C2)c1 (configuration not stated)	-6	-9	2	6	0	-14	-1.0	/	-3	109	1
C/C=N/NC(=O)c1cc(Br)ccc1O	6	-1	572	-6	-12	5	-1.0	-4	8	102	-5
CCOC(=O)N1CCC(NC(=O)c2cc(S(=O)(=O)N3CCC4(CC3)OCCO4)ccc2F)CC1	-1	11	2	1	1	18	0.4	-7	2	103	-12
O=C(CCNC(=O)c1ccccc1)NNC(=O)c1ccc(F)cc1	0	-7	6	0	0	0	0.8	/	7	/	-2
Cc1ccc(S(=O)(=O)NCC(=O)N2CCCC2)cc1	-14	-18	-3	14	-8	4	-0.6	-1	11	99	-2
COc1ccc(/C=N/NC(=O)c2cccc(O)c2)cc1Cn1nc(C)c([N+](=O)[O-])c1C	33	-6	-19	-33	-8	3	-0.5	1	-4	100	-12
CC1(NC(=O)Nc2cccc(Br)c2)CCS(=O)(=O)C1 (configuration not stated)	5	-11	1	-5	-2	1	-1.4	-2	-8	94	5
CC(C)CC(OC(=O)c1nsc(Cl)c1Cl)C(=O)NCC1CCCO1 (configuration not stated)	-1	-10	34	1	-3	-4	-0.6	/	-5	/	8
COc1cccc(-c2nc(CS(=O)(=O)CC(=O)NC3CCCC3)c(C)o2)c1	9	-9	7	-9	-11	-3	-0.6	0	-2	/	6
NC1=C(c2ccccc2)C(=O)NC1=O	-7	0	101	7	-6	-2	4.4	-2	4	/	-1
NC(=S)N/N=C/c1coc2c(ccc3ccccc32)c1=O	18	2	158	-18	-12	-14	-0.9	0	0	102	24
COc1ccc(S(=O)(=O)NCCc2nnc3ccc(SCC(=O)Nc4nc(C)cs4)nn23)cc1	4	4	-5	-4	-6	9	-0.7	-2	-4	/	-4
O=c1ccc(-c2ccc(S(=O)(=O)N3CCN(c4cccc(Cl)c4)CC3)o2)n[nH]1	-9	5	-3	9	8	1	0.1	-3	-12	134	-5
O=C(Nc1ccon1)c1sc2cc(F)ccc2c1Cl	21	1	26	-21	13	-5	0.6	/	1	112	/
CN(/C=C/C(=O)C(F)(F)F)Cc1ccccc1	-15	0	1	15	3	-4	-1.4	-1	-4	106	4
O=C(NCCN1CCOCC1)c1cccc(S(=O)(=O)NCc2ccccc2)c1	-22	3	-19	22	-2	8	0.4	-4	-5	93	9
COC(=O)N(NC(=O)C(O)(c1ccccc1)c1ccccc1)c1ccc(C)cc1	-9	-15	7	9	-5	-6	-2.2	16	7	108	-11
O=C(Cc1c[nH]c2ccccc12)NC1(C(=O)NC2CCCC2)CCCCC1	-33	-1	12	33	2	-6	0.4	-3	16	/	-1
CCc1nc2ccc(C)cc2c(C(=O)NC2CCCCC2C)c1C (configuration not stated)	3	12	-6	-3	-7	-2	-1.2	75*	2	102	-4
O=c1[nH]ncc2c3ccccc3n(Cc3ccccc3)c12	15	-1	449	-15	-6	8	1.8	-3	4	116	-1
C=CCc1c(C)nn(CC(=O)O)c1-c1ccccc1	-6	10	11	6	3	-13	-1.3	/	1	104	-18
O=C(NC1CCCCC1)C1CCC(=O)N(Cc2cccc(C(F)(F)F)c2)C1 (configuration not stated)	-5	-2	-5	5	1	-1	0.0	-2	-3	114	-5
CCc1nnc(NC(=O)CCN2C(=O)CCC2=O)s1	6	-10	10	-6	-4	-3	7.5	-17	9	100	-4

Entries above that contain a COOH group (two):
SMILES	SR-BI DiI inh	PKA-R2B activ	SUMO Mot1 rescue	SR-BI uptake up	dFosB act	PKA-R1A act	CDK5 p35 inh	NSD2 inh	Arrestin-AP2 inh	DSG3 Ab inh	MITF act
CCOc1ccc(C(=O)Nc2cccc(C(=O)O)c2)cc1Cl	-6	-9	-1	6	-3	12	-6.3	-2	-7	114	-46
C=CCc1c(C)nn(CC(=O)O)c1-c1ccccc1	-6	10	11	6	3	-13	-1.3	/	1	104	-18

The listing continues:
SMILES	SR-BI DiI inh	PKA-R2B activ	SUMO Mot1 rescue	SR-BI uptake up	dFosB act	PKA-R1A act	CDK5 p35 inh	NSD2 inh	Arrestin-AP2 inh	DSG3 Ab inh	MITF act
COc1ccc(-n2nc(C(=O)Nc3cc(OC)c(OC)c(OC)c3)c3ccccc3c2=O)c(OC)c1	56	1	0	-56	5	-5	-0.3	-1	8	96	-3
CCOC(=O)N1CCN(C(=O)COc2ccc(Br)cc2Cl)CC1	-11	4	182	11	1	-2	-3.5	-2	-7	110	5
CCOC(=O)C(NC(=O)c1ccccc1)(OCc1ccccc1)C(F)(F)F (configuration not stated)	3	-7	-6	-3	2	-2	-1.9	-4	5	96	2
CCC(C)(C)NC(=O)C(NS(=O)(=O)c1cccs1)c1ccccc1 (configuration not stated)	-5	1	1	5	0	-3	4.5	-3	-1	106	10
COc1ccc(CNC(=O)CSc2nnnn2C)cc1OC	/	6	104	/	4	-6	-1.3	-3	4	100	-15
CCCCn1c(N)c(N(CC)C(=O)c2ccc(N(C)S(=O)(=O)c3ccc(C)cc3)cc2)c(=O)[nH]c1=O	-33	-1	-9	33	-6	-5	0.2	8	0	91	-2
COc1ccc(-n2c(COc3ccc(C)cc3)nnc2SCC(=O)O)cc1	-29	1	-5	29	2	-5	1.6	0	33	99	0
C/C(=N\NC(=O)Cc1ccc(O)cc1)c1cccnc1	-12	-2	-9	12	-8	1	1.4	-1	23	102	0
CCCCN(CCCNC(=O)Cn1nc(CC)n2c(cc3sc(C)cc32)c1=O)Cc1ccccc1	0	10	16	0	35*	4	0.2	-1	16	105	-3
COCCn1c(-c2ccccc2)nc2oc3cc(OC)ccc3c(=O)c2c1=O	59	-4	17	-59	-22	-6	-0.3	4	27	92	8
CCOc1cc(C2C(C(=O)OC)=C(C)N=C3SCCC(=O)N32)ccc1OC(C)=O (configuration not stated)	-4	-8	14	4	1	-13	0.4	1	0	102	-8
CC(=O)Nc1cccc(C)c1	0	-11	-13	0	-2	-8	0.3	/	-14	95	2
C[n+]1cccc(C(=O)Nc2ccccc2)c1	3	12	-8	-3	2	-8	1.1	3	-5	105	-22
CCS(=O)(=O)c1ccc(N)cc1	-16	-2	7	16	-5	-5	-1.7	-2	15	96	9
O=C(Nc1cccnc1)Nc1cccc([N+](=O)[O-])c1	-7	13	7	7	0	0	2.0	3	6	93	29
CC(C)CNC(=O)COc1cccc(C(=O)NCc2ccccc2)c1	7	14	8	-7	-13	1	0.2	-3	2	84	11
CC(C)CNC(=O)c1ccccc1NC(=O)c1ccc(CN2CCOCC2)cc1	18	-3	-4	-18	-4	-6	-0.7	3	0	106	14
C/C(=N\NC(=O)c1cccc(S(=O)(=O)N2CCCC2)c1)c1ccccc1F	8	3	41	-8	-7	-4	1.4	0	-3	100	28
Cc1cc(C(=O)CSc2ncn[nH]2)c(C)n1-c1cccc(S(=O)(=O)N2CCOCC2)c1	-7	-3	-14	7	-5	8	-1.1	2	4	96	-4
Cc1ccccc1NC(=S)N1CCN(c2ccccc2Cl)CC1	6	8	-17	-6	-2	9	1.0	-2	14	106	-8
CC(=O)Nc1ccc(C(=O)CN2C(=O)NC3(CCCCCC3)C2=O)c(F)c1	-7	-12	-3	7	-9	5	-0.8	-1	-4	92	8
COCCNC(=O)CCn1nc(-c2ccc(Cl)cc2)c2ccccc2c1=O	5	-4	i	-5	0	-6	2.1	-1	-2	91	-5
O=C(c1ccccc1F)N1CCN(Cc2cccc(Cl)c2)CC1	-2	-2	113	2	-6	1	-1.4	-1	6	103	/
CCOC(=O)C1CCCCN1Cc1cccc(OCc2ccccc2)c1 (configuration not stated)	19	-1	14	-19	-2	-6	-0.6	-9	-12	101	/
COC(=O)c1sccc1NC(=O)Nc1cc(C)cc(C)c1	63	-15	14	-63	-6	-13	-0.3	-4	-11	114	42
Cc1cc(C)c(NC(=O)NC(=O)C(Cl)(Cl)Cl)c(C)c1	0	-8	13	1	-6	-4	-4.8	-2	-5	114	4
CCOc1ccc(N(Cc2cc3cc(OC)ccc3[nH]c2=O)C(=O)C2CCCO2)cc1 (configuration not stated)	6	4	12	-6	-3	18	-1.8	0	10	95	-1
COc1ccc(S(=O)(=O)N2CCCCC2)cc1C(C)C	-3	-2	-9	3	-4	10	-2.7	-5	-3	107	6
Clc1cc(Cl)cc(Nc2ncnc(-n3cccc3)n2)c1	57	/	-7	-57	30*	/	3.4	-2	2	97	/
COc1ccc(N2C(=O)CC(N3CCN(S(=O)(=O)c4cc(C)ccc4C)CC3)C2=O)cc1 (configuration not stated)	25	-6	-13	-25	-10	7	-0.8	-4	-9	98	-6
O=C(Cn1nnc(-c2ccc(NC(=O)c3ccccc3F)cc2)n1)NCc1ccc(F)cc1	/	-15	1	/	3	1	-2.1	/	4	99	14
O=C(CCCOc1ccc(Cl)cc1Cl)NC(Cc1ccccc1)C(=O)O (configuration not stated)	-7	12	/	7	-10	-5	-1.5	-11	44	92	-13
O=S(=O)(Cc1ccc(Cl)cc1)c1ccccc1-c1nnc(-c2ccc(Cl)cc2)o1	61	-7	-19	-61	-4	-5	0.2	/	16	/	-1
